# Screens: PubChem BioAssay, several laboratories
# PriA SSB inh: blocks PriA binding to SSB C-terminal tail; inhibition, % at 33 µM; AlphaScreen SSBct-PriA binding, biotinylated peptide; hit rate 0.6% among 430,000; in the data active = inhibition mostly above about 37%, no sharp cut-off; inactive = mostly below about 20%;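 also: plate controls were negative control peptide for no effect and reference peptide for full effect; strong numbers were not always called active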
# VHR inh abs: DUSP3 (human) phosphatase inhibition | P51452 | recombinant VHR phosphatase, pNPP absorbance | inhibition, % at 13.3 µM | hit rate 0.52% among 290,000 | AID 1654; in the data active = inhibition above about 50%; also: some compounds called inactive have numbers as strong as hits
# Target sequence (P51452 whole entry, looked up): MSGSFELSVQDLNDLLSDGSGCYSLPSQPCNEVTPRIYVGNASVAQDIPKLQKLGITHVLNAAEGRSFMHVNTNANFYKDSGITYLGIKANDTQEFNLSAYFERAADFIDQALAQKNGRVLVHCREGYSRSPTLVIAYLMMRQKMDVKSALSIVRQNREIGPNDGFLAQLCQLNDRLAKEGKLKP
# FBA Mtb inh: inhibitors of M. tuberculosis fructose-bisphosphate aldolase; inhibition, % at 1 µM; purified M. tuberculosis FBA, fluorescence read-out; hit rate 2.3% among 360,000; AID 588726; in the data active = inhibition above about 27%;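 also: 0% = vehicle and 100% = reference inhibitor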
# Target sequence (P9WQA3 whole entry, looked up): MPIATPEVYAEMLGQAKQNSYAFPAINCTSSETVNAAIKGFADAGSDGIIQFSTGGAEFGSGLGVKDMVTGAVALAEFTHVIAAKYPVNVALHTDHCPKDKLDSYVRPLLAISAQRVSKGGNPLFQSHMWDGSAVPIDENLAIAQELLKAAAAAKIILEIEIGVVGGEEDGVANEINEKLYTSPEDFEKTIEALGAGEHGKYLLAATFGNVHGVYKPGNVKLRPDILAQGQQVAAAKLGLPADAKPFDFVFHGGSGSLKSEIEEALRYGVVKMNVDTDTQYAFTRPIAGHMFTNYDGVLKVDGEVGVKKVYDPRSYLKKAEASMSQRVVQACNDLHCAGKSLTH
# Rv3671c inh: inhibits the M. tuberculosis serine protease Rv3671c; hit rate 0.048% among 320,000; AID 2606; inhibition, % at 5.96 µM; P9WHR9; in the data active = inhibition above about 38%;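 also: extracellular domain of Rv3671c used as enzyme; 0% = enzyme with DMSO and 100% = no enzyme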
# Target sequence (P9WHR9 whole entry, looked up, the tested form may be a part): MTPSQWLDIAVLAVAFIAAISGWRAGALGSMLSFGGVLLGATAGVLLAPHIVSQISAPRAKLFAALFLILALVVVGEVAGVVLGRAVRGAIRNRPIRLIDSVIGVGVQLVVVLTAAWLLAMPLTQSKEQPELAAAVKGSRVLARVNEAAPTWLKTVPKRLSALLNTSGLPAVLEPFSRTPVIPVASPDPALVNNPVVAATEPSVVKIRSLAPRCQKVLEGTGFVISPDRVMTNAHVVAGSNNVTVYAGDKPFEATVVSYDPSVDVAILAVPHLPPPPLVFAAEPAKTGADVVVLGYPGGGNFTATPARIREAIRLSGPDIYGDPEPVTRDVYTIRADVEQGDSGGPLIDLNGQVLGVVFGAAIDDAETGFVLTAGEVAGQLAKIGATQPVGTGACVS
# BH1578 lux ind: quorum light induction in luxS cqsA deficient V. cholerae. V. cholerae BH1578 lux reporter, luminescence, 6 h. activation, % at 18.7 µM. hit rate 0.16% among 350,000; in the data active = activation mostly above about 9.7%, no sharp cut-off; also: not every result past the cut was called active; inactives centre near 0; reference of the scale not given here
# GDH-TPI inh: GDH-TPI coupled enzyme inhibition counter-screen; GDH-TPI coupled enzyme counterscreen, NADH absorbance; inhibition, % at 4.8 µM; hit rate 1.2% among 360,000; AID 588335; in the data active = inhibition above about 30%;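 also: 0% = DMSO wells and 100% = wells lacking the enzyme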
# BioA inh: inhibitors of Mycobacterium tuberculosis BioA enzyme | purified M. tuberculosis BioA enzyme, plate reader | inhibition, % at 9.99 µM | hit rate 0.096% among 360,000 | AID 602481; in the data active = inhibition above about 40%
# MazF activator: activators of E. coli MazEF toxin-antitoxin RNase. AID 504720. activation, % at 20 µM. hit rate 0.32% among 350,000. FAM/BHQ RNA-DNA oligo cleavage fluorescence, 5 h. P0AE70; in the data active = activation above about 50%
# Target sequence (P0AE70 whole entry, looked up): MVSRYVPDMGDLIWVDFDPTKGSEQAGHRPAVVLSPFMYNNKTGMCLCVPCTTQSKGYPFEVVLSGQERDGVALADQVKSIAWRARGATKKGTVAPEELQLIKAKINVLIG
# 3CLpro inhibitor: SARS-CoV 3CLpro protease inhibition; P0C6X7; recombinant SARS-CoV 3CLpro, quenched FRET peptide cleavage; inhibition, % at 6 µM; hit rate 0.14% among 290,000; AID 1706; in the data active = inhibition above about 12%
# Mtb UGM inh: blocks M. tuberculosis UGM enzyme; inhibition, % at 10 µM; AID 504406; purified UGM, fluorescence polarization probe displacement; hit rate 0.06% among 320,000; P9WIQ1; in the data active = inhibition above about 10%, passing the limit was not always enough
# Numbers without * were called inactive; i = inactive; nt = no result given. An excerpt; rates above refer to the full screens.
Compound	PriA SSB inh	VHR inh abs	FBA Mtb inh	Rv3671c inh	BH1578 lux ind	GDH-TPI inh	BioA inh	MazF activator	3CLpro inhibitor	Mtb UGM inh
CC(=O)c1ccc2c3c(ccc(O)c13)CC2	43	-35	0	-1	-0.5	0	0.8	4	-4	-1.9
CCCNC(=O)c1cccc(NC(=O)C(C)C)c1	-11	20	0	-1	-0.2	-3	-1.4	3	-3	-0.2
CC(C)CNc1ncnc2c1cnn2Cc1ccc(Cl)cc1	-10	-5	2	4	0.5	-5	0.7	5	6	-0.8
COC(=O)C(C)N(C#N)c1nc(C)cc(C)n1 (centres undefined)	-1	27	-6	-5	i	-3	0.1	12	-1	-1.2
CC(C)COC(=O)n1ccc(C(=O)N2CCCCC2)n1	1	51*	-1	-4	i	2	1.6	10	3	0.5
CCOC(=O)CC1=CC(=O)Nc2ccccc2N1	1	4	-1	-11	-5.0	7	-0.2	-3	-5	-2.3
C[C@H](NC(=O)c1nc[nH]c1C(=O)NCCCCCNC(=O)OC(C)(C)C)C(=O)OCc1ccccc1	3	18	-1	-12	-0.2	-13	0.1	1	1	-2.5
N#Cc1nc(-c2ccco2)oc1N1CCOCC1	-10	5	82*	8	-2.5	10	-0.2	0	0	-9.9
Cc1ccccc1C(=O)NNc1ccc([N+](=O)[O-])cc1	-9	11	2	10	1.7	14	0.2	-6	2	0.0
CCc1nnc(NC(=O)CSc2nnc(-c3ccncc3)n2C)s1	-9	0	-1	-6	-0.2	8	nt	2	1	-0.4
CN(C(=O)c1ccc(OC2CCN(CCc3ccccc3)CC2)cc1)C1CCOCC1	0	18	-2	8	-0.5	1	nt	3	-3	-4.0
CN=C(Nc1ccc(Br)cc1)SC1CC(=O)N(c2ccc(OC)cc2)C1=O (centres undefined)	-18	34	-3	7	-0.3	-6	nt	-4	5	-1.3
CCC(=O)Nc1ccccc1C(=O)OCc1ccc(C(=O)c2ccccc2)cc1	-39	21	-1	8	-0.2	-3	-1.4	-5	-3	3.8
CN(C(=O)COC(=O)/C=C/c1ccc2ccccc2n1)C1CCS(=O)(=O)C1 (centres undefined)	-4	20	0	7	-0.3	-3	2.3	3	0	2.1
CCN(CC)CCn1c(-c2ccccc2)nc(=S)c2c1CC(C)(C)OC2	6	-4	-2	-11	-0.3	26	nt	-2	10	0.0
COc1ccc(C2CC(=O)C3=C(C2)Nc2ccccc2N(C(=O)CCC(=O)O)C3c2ccc(F)cc2)cc1OC (centres undefined)	-5	-15	6	-19	-0.4	23	1.0	-5	-4	4.0
O=S1(=O)CCOC[C@H](Cc2ccccc2)N1Cc1cccc(F)c1	-5	nt	-3	-2	-0.3	2	-0.5	4	nt	0.8
COc1ccc2oc(C(=O)C3CC3)c(N)c2c1	-14	21	6	-6	-0.1	23	-0.5	0	-4	3.7
CC1(C)C/C(=N/Nc2ccc([N+](=O)[O-])cc2[N+](=O)[O-])C(C)(C)O1	nt	nt	1	6	i	4	nt	6	nt	-0.7
O=C(NC(=S)NNC(=O)c1ccccc1O)c1cccnc1	62*	40	-2	47*	-0.3	14	nt	-3	1	1.8

# The listing continues.
Compound	PriA SSB inh	VHR inh abs	FBA Mtb inh	Rv3671c inh	BH1578 lux ind	GDH-TPI inh	BioA inh	MazF activator	3CLpro inhibitor	Mtb UGM inh
Cc1ccccc1OCC(=O)NNC(=O)CSc1nc(N)cc(N)n1	-16	32	1	-10	-0.4	-1	nt	6	2	1.9
O=C(c1cc(F)cc2c1OCOC2)N1CCN(c2ccc(F)cc2)CC1	-10	4	5	2	0.0	3	nt	8	-3	0.1
Cc1ccc(OCC(=O)OCc2c(C)noc2C)cc1C	-22	0	-15	-4	-0.2	-20	-1.3	0	-5	1.9
CC(=O)c1cc2c(cc1NC(=O)c1ccccc1C)OCO2	nt	20	nt	10	nt	nt	nt	nt	-4	-1.6
C=CCNC(=O)Cc1ccc(S(=O)(=O)N2CCOCC2)s1	3	nt	-2	0	1.2	-7	-0.9	3	nt	0.3
O=C(NCNC(=O)c1ccccc1)c1ccccc1	-27	23	-1	1	0.2	10	nt	8	0	1.2
Cc1cc(N2C(=O)C3C4c5ccccc5C(c5ccccc54)C3C2=O)no1 (centres undefined)	-7	-11	2	-6	-2.8	-10	-1.0	2	5	1.8
COc1cc2nc(CN3CCC(C(O)(c4ccccc4)c4ccccc4)CC3)[nH]c(=O)c2cc1OC	-2	30	0	6	-0.4	12	-1.7	-2	4	0.7
COc1ccc(/C=C/C(=O)N(c2ccccn2)C2CCCCC2)cc1OC	4	-2	6	-6	-0.4	83*	nt	-9	0	0.0
O=C(O)COc1ccc2c(-c3ccccc3)cc(=O)oc2c1	-4	27	1	-1	i	24	0.4	4	5	-0.1
COc1ccc(CCN(CC(=O)NCc2ccc(F)cc2)C(=O)c2snc(C(N)=O)c2N)cc1OC	-5	-11	2	-8	i	8	0.0	5	1	-0.4
COc1cccc(-c2nc(CS(=O)(=O)CC(=O)N3CCc4ccccc43)c(C)o2)c1	-10	29	-1	-2	-0.6	-8	-1.8	17	-2	1.8
CCCC1Nc2ccc(C(=O)O)cc2C2C=CCC12 (centres undefined)	-1	14	5	8	-0.1	-9	-2.8	9	2	-1.5
Cc1cc(C(=O)OCC(=O)NC(=O)c2cccn2C)c2ccccc2n1	2	13	5	2	0.7	9	nt	-4	-5	0.7
CC[C@]12c3[nH]c4cc(CCC(=O)N(C)C)ccc4c3CCN1C(=O)[C@@H](CC(=O)NCCCN(C)C)C[C@@H]2C(=O)N1CCN(C(=O)c2ccco2)CC1	-3	nt	7	nt	i	19	0.0	8	nt	nt
CC(Oc1cccc(Cl)c1)C(=O)NCCCCc1ccccc1 (centres undefined)	-46	34	-1	-2	-0.2	-1	nt	-4	-1	-3.2
COc1ccc(N2CCN(C(c3nnnn3CCc3ccccc3)C(C)C)CC2)cc1 (centres undefined)	0	17	-1	-4	i	1	-0.1	3	-5	0.4
CC(C)CN(c1ccccc1)S(=O)(=O)c1nnc(NC(=O)c2ccco2)s1	-9	-10	6	-1	-4.2	35*	nt	-17	7	-0.3
CCCc1nnc(NC(=O)CCC(=O)N2CCCCCC2)s1	2	-10	1	-1	-0.3	-2	-0.2	0	6	-1.7
CN(CCOC(=O)c1ccc2c(c1)OCCO2)C(C)(C)C	-5	18	0	-1	-0.4	5	-0.3	8	2	0.1

# In a second layout: entries from further up.
# Fields – PriA SSB inh | VHR inh abs | FBA Mtb inh | Rv3671c inh | BH1578 lux ind | GDH-TPI inh | BioA inh | MazF activator | 3CLpro inhibitor | Mtb UGM inh
> CC(C)CN(c1ccccc1)S(=O)(=O)c1nnc(NC(=O)c2ccco2)s1
 : -9 | -10 | 6 | -1 | -4.2 | 35* | nt | -17 | 7 | -0.3
> CN(CCOC(=O)c1ccc2c(c1)OCCO2)C(C)(C)C
 : -5 | 18 | 0 | -1 | -0.4 | 5 | -0.3 | 8 | 2 | 0.1
> CC(=O)c1cc2c(cc1NC(=O)c1ccccc1C)OCO2
 : nt | 20 | nt | 10 | nt | nt | nt | nt | -4 | -1.6

# (next part)
Compound	PriA SSB inh	VHR inh abs	FBA Mtb inh	Rv3671c inh	BH1578 lux ind	GDH-TPI inh	BioA inh	MazF activator	3CLpro inhibitor	Mtb UGM inh
Cc1cn(CC(=O)NCCCN2CCCC2=O)c(=O)[nH]c1=O	0	nt	2	nt	-0.7	4	-0.7	9	nt	nt
FC(F)(F)c1ccc(N2CCOCC2)c(NC2=NCCCCC2)c1	2	23	4	8	-3.0	0	-0.7	-3	0	-0.8
O=C(Cn1cc2c(n1)CCCCC2)NC1CCCCCC1	-5	25	2	7	-0.3	0	-1.5	6	-3	2.5
COc1ccc(CCNC(=O)C(=O)NCC2OCCN2S(=O)(=O)c2ccc(Br)cc2)cc1OC (centres undefined)	2	-3	3	-11	-0.4	4	-1.9	6	-1	2.9
CN=C(Nc1cc(C)nn1-c1ccccc1)c1ccc(F)cc1	-7	-10	4	5	-0.5	2	-0.6	2	-1	2.2
NC(=O)C1(Nc2ccc(Br)cc2)CCCC1	-2	nt	2	nt	i	6	3.2	2	nt	nt
Cc1ccc(OCC(=O)Nc2cccc3ccccc23)c([N+](=O)[O-])n1	4	nt	1	6	1.0	4	-1.0	-6	nt	-1.2
COc1ccc(OC)c(NC(=O)CSc2nc(=O)n(CCN3CCOCC3)c3c2CCCC3)c1	-8	nt	2	5	-0.7	9	14	2	nt	4.2
COc1ccc(OC)c(C(C)NC(=S)Nc2ccc(S(=O)(=O)Nc3ncccn3)cc2)c1 (centres undefined)	-6	2	2	-1	-0.1	-5	0.2	3	5	-0.4
O=C(Nc1nnc([C@@H]2C[C@H](O)[C@@H](CO)O2)s1)c1cccc(Oc2ccccc2)c1	nt	nt	2	nt	-0.2	8	-0.9	nt	nt	nt
NS(=O)(=O)c1ccc(N=Cc2c(O)n(-c3nccs3)c(=O)c3ccccc23)cc1	10	18	16	1	-0.2	2	-0.7	8	0	-1.1
CC1(C)CC(=O)C(CCCN2C(=O)c3ccccc3C2=O)C(=O)C1	-1	19	3	-7	-4.2	2	-1.3	2	1	-0.7
C/C(N)=C(/C#N)C(=O)CSc1nc(-c2ccccc2)c(-c2ccccc2)o1	1	29	0	-11	-1.2	-5	-0.3	5	-1	-2.4
C=CCNc1nc(C(=O)OC(C)C(=O)c2ccc(C)cc2)cs1 (centres undefined)	4	nt	4	-7	1.1	1	0.0	0	nt	0.5
O=C(C1CCCN(Cc2ccccc2F)C1)N1CCc2ccccc2C1 (centres undefined)	-7	1	-3	4	-0.4	-11	-0.1	4	-3	-0.8
Cc1ccc2c(CC(=O)Nc3ccc4nc(N5CCOCC5)sc4c3)coc2c1	nt	nt	2	nt	i	9	-0.6	-1	nt	nt
CCCCCCCOC1(c2ccccc2)OC(=O)c2ccccc21 (centres undefined)	-37	24	-3	-4	-0.1	7	-1.0	-6	6	1.3
O=C(CSc1nc2ccccc2s1)N/N=C/c1ccccc1C(=O)O	i	9	3	-20	i	-3	0.4	7	2	2.2
CC(=O)Nc1ccc(S(=O)(=O)NCc2cccnc2)cc1	-5	-5	0	0	i	0	nt	2	-3	1.0
COCC(=O)Nc1ccc(Br)cc1	-18	-6	2	-1	0.6	2	-0.2	1	0	-0.6

# Continuation.
Compound	PriA SSB inh	VHR inh abs	FBA Mtb inh	Rv3671c inh	BH1578 lux ind	GDH-TPI inh	BioA inh	MazF activator	3CLpro inhibitor	Mtb UGM inh
Cc1ccc(C(=O)OC2OC(=O)C(Cl)=C2N2CCOCC2)cc1 (centres undefined)	1	-5	0	3	-0.7	4	nt	6	-3	1.3
Cc1ccc(C)c(OCC(=O)Nc2cc(NC(=O)COc3cc(C)ccc3C)cc(C(=O)O)c2)c1	-5	13	0	-21	-1.5	-7	1.9	-6	10	-1.0
O=C1C2C3c4ccccc4C(c4ccccc43)C2C(=O)N1c1ccncc1 (centres undefined)	7	34	0	nt	-0.4	1	5.1	6	-4	nt
COc1ccc(-c2cc(C(=O)N3CCN(C(c4ccccc4)c4ccccc4)CC3)no2)cc1OC	10	21	-2	-15	-5.6	8	-1.9	-7	1	2.4
Cn1cnnc1SCC(=O)N1CCc2ccccc21	-19	15	5	-7	i	-1	-1.7	0	-1	1.0
Cc1ccc(C(=O)OCC(=O)NCc2ccc(Cl)cc2)s1	nt	nt	-1	nt	i	2	-1.8	-1	nt	nt
O=C(O)CC(c1cccc2ccccc12)N1Cc2ccccc2C1=O (centres undefined)	-1	2	1	-2	-0.3	7	-1.1	-4	1	-1.0
COc1ccc(C(C)(O)c2nc(-c3cccc(NC(C)=O)c3)cs2)cc1 (centres undefined)	nt	nt	-3	nt	-1.3	4	2.7	nt	nt	nt
CC(=O)Nc1cccc(NC(=O)c2c(-c3c(Cl)cccc3Cl)noc2C)c1	2	1	-1	2	-10	-2	0.6	5	4	1.1
O=C(COC(=O)C1CCN(S(=O)(=O)c2cccs2)CC1)NCc1ccccc1	-9	26	1	9	-0.2	-4	0.0	10	2	0.0
O=C(Nc1ccccc1N1CCCC1)c1cccc(Cl)c1Cl	8	44	0	4	i	16	nt	1	1	-2.0
CC(=O)c1ccc(OC(C)C)c(CN2CCCCC2)c1	-15	3	6	3	-0.5	2	0.2	-5	5	-2.1
